Screening results deposited in PubChem BioAssay by The Scripps Research Institute Molecular Screening Center.
V1R ag counter – counter-screen for oxytocin receptor agonists: human V1a receptor agonists; P37288; CHO-V1R cells, Fluo-8 calcium fluorescence, agonist mode; 0% DMSO, 100% 3 nM vasopressin; activation, % at 3 µM; hit rate 0.25% among 320,000; AID 2797;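 active = activation above the mean activation of all tested compounds plus 3 SD, per screening run, cut at about 20% in these data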;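 note: signal is peak over basal fluorescence ratio across a 100 second FLIPR read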
CHO-K1 Ca ag – M1 agonist counterscreen hit in parental CHO-K1 cells | Fluo-8 calcium fluorescence; scaled to maximal ATP response, vehicle zero | activation, % at 3 µM | hit rate 0.48% among 360,000 | AID 602248; in the data active = activation above about 15%;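 note: untransfected CHO-K1 host cells lacking M1 receptor as counterscreen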
OXTR potentiator – human OXTR potentiation; activation, % at 3 µM; AID 2445; CHO-OTR cells, Fluo-8 calcium fluorescence, potentiator mode; 0% = oxytocin EC15, 100% = EC100; hit rate 0.061% among 320,000;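 active = activation above that plate's cutoff, the mean activation of tested compounds plus 3 SD, cut at about 6.6% in these data, passing the limit was not always enough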;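 note: 100% uses oxytocin at 75 nM as the full agonist control; some results filed as inactive read as strong as hits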
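Material: human OTR in CHO cells. Compound: 3.0 µM, one dose. Timing: compound 6 min at room temperature before oxytocin, 100 s read. Evaluation: % activation of max/min ratio relative to oxytocin controls. Replication: single well per compound, singlicate. Signal: Fluo-8 calcium dye fluorescence.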
CHO parental Ca – counter-screen for OX1R antagonists: effect in parental CHO cells; hit rate 0.63% among 330,000; AID 463079; parental CHO-K1, ATP-induced calcium, Fluo-8 fluorescence; inhibition, % at 5.6 µM;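 active = inhibition above that plate's mean sample inhibition plus 3 SD, cut at about 26% in these data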;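 note: 0% = ATP-challenged DMSO wells and 100% = DMSO wells without ATP; some compounds past the cut are filed as inactive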
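Material: parental CHO cells / Compound: single nominal dose of 5.6 µM per compound / Signal: Fluo-8 fluorescence / Replicates: singlicate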
CHRM1 agonist – activates human CHRM1 receptor; CHO-K1 hM1, Fluo-8 calcium fluorescence, agonist mode; 0% DMSO, 100% acetylcholine EC100; activation, % at 3 µM; hit rate 0.33% among 360,000; P11229; AID 588814;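 active = activation above the run's mean compound activation plus 3 SD, cut at about 16% in these data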;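 note: peak over basal fluorescence ratio within a 140 s kinetic read after compound addition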
Target sequence (P11229 whole entry, looked up): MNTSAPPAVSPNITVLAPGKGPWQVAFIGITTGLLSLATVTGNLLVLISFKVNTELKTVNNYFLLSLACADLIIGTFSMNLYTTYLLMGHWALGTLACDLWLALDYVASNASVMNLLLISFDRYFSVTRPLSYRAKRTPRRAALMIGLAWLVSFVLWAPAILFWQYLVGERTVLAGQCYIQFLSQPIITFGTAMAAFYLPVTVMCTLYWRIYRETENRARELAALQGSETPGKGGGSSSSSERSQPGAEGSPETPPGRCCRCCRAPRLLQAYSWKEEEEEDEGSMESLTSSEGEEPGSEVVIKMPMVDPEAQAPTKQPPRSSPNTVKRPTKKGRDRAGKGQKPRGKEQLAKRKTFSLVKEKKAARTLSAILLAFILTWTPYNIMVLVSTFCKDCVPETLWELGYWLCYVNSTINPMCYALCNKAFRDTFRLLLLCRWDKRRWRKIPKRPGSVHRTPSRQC
TAAR1 antag – human TAAR1 antagonism; inhibition, % at 3 µM; AID 624466; CHO RD-HGA16 TAAR1, Fluo-8 calcium fluorescence, antagonist; Q96RJ0; hit rate 1.5% among 360,000;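 active = inhibition above a per-plate cutoff, the mean inhibition of test compounds on that plate plus 3 SD, cut at about 49% in these data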;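 note: 0% = DMSO plus EC80 beta-PEA response and 100% = DMSO alone without agonist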
Target sequence (Q96RJ0 whole entry, looked up): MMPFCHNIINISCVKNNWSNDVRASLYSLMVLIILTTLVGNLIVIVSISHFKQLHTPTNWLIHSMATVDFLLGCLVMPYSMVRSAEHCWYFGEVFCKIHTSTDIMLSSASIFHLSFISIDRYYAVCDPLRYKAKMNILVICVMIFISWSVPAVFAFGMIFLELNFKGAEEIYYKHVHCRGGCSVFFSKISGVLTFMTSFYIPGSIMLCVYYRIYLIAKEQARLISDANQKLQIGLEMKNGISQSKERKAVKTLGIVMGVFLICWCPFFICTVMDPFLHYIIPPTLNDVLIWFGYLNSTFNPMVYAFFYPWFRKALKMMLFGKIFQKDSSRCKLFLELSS
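Assay system: CHO-derived RD-HGA16 cells stably expressing human TAAR1 plus Gα16. Timing: 140 s kinetic read after compound, 140 s after agonist. Technique: kinetic Fluo-8 calcium fluorescence measurement. Measure: % inhibition of agonist calcium response.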
CHO-K1 Ca antag – nonselective inhibitor or artifact in parental CHO-K1 cells. ATP-induced calcium, Fluo-8 fluorescence. inhibition, % at 3 µM. hit rate 0.6% among 360,000. AID 602250;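 active = inhibition above a per-plate cutoff, the plate's mean sample inhibition plus 3 SD, cut at about 24% in these data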;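 note: 0% = DMSO plus EC80 ATP and 100% = DMSO alone without ATP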
TAAR1 agonist – human TAAR1 agonism | Q96RJ0 | AID 624467 | activation, % at 3 µM | CHO RD-HGA16 TAAR1, Fluo-8 calcium fluorescence; vehicle wells 0%, saturating PEA agonist 100% | hit rate 0.99% among 360,000;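 active = activation above the mean activation of all test compounds in the run plus 3 SD, cut at about 38% in these data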
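test system = CHO RD-HGA16 cells carrying human TAAR1 plus Gα16 | schedule = 17-24 h seeding, 75 min 37 °C dye, 30 min RT | compound dosing = 3 µM single concentration | control set = DMSO and PEA EC100 | replicates = n 1 | signal = Fluo-8 fluorescence, 5 s baseline then 140 s kinetic read | measure = percent activation vs PEA EC100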
M1 PAM parental – M1 PAM counterscreen hit in parental CHO-K1 cells | ATP EC20, Fluo-8 calcium fluorescence; 0% at ATP EC20, 100% at ATP max | AID 602247 | hit rate 0.02% among 360,000 | activation, % at 3 µM;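 active = activation above the run cutoff, the mean activation of all test compounds plus 3 SD, cut at about 40% in these data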;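 note: peak over basal fluorescence ratio in a 140 s read after ATP addition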
Active calls of the source: *; / = no result given.

SMILES	V1R ag counter	CHO-K1 Ca ag	OXTR potentiator	CHO parental Ca	CHRM1 agonist	TAAR1 antag	CHO-K1 Ca antag	TAAR1 agonist	M1 PAM parental
COc1ccc(CC(=O)N2CCN=C2SCc2ccc([N+](=O)[O-])cc2)cc1	1.7	0.1	-25	-15	-5	21	6	-1	-14
NC(=S)NN=C(c1ccc(Br)cc1)C1CC1	/	1.1	/	/	-1	-16	-4	2	8
COc1ccc(C(=O)NCC(=O)OCC(=O)N2CCC(C)CC2)cc1OC	0.5	0.5	-17	-2	-2	-19	-14	4	-6
O=C(CSc1nnc(Cc2ccccc2)n1-c1cccc(Cl)c1)N1CCOCC1	-0.1	0.5	-9	-17	-3	7	-18	1	20
COCCCNC(=O)C[C@H]1C[C@H](C(=O)N2CCOCC2)[C@@]2(CCC3CCCC3)c3[nH]c4ccc(Cl)cc4c3CCN2C1=O	/	1.0	/	-16	-1	-21	-10	1	25
CCOc1ccc(S(=O)(=O)NCCCl)cc1	0.8	0.3	-16	-10	-5	-34	-9	2	16
Cc1ccc(S(=O)(=O)CCC(=O)OCc2nnc(-c3ccccc3)o2)cc1	0.5	0.9	-6	-11	-1	-13	-13	1	15
CCc1c(O)nc2ccccn2c1=O	0.6	0.7	-3	0	-6	-8	-5	1	10
O=C(CCc1ccccc1)NNC(=O)Nc1ccc(F)c(Cl)c1	-0.4	2.4	-3	-5	-2	-26	-9	4	18
CC1CCC2(CC1)SCC(=O)N2c1ccccc1 (configuration not stated)	-0.8	0.2	-1	-7	-3	0	-10	6	13
O=C1Cc2ccccc2C(c2ccc(Cl)cc2Cl)N1 (configuration not stated)	-1.0	3.9	-5	-18	-1	-31	-11	11	14
Cc1cccnc1NC(=O)c1ccc(NS(=O)(=O)c2ccc3[nH]c(=O)[nH]c3c2)cc1	0.2	0.1	-6	5	2	-2	8	1	-9
COC(=O)c1ccc(NC(=O)c2ccccc2)o1	1.8	0.8	-7	2	-3	5	-8	7	13
COc1ccc(NC(=O)/C=C/c2ccc(C)o2)cc1S(=O)(=O)N1CCOCC1	1.7	0.8	-4	-14	-7	0	-9	4	26
Cn1c(=O)cc(SCC(=O)N2CCN(C(=O)c3ccco3)CC2)c2ccccc21	6.2	0.2	-16	-13	-1	2	-10	2	16
CC/C(=N/Nc1ccccc1)c1cnnc(-c2ccccc2)n1	-0.9	0.2	-3	-2	-3	-5	0	0	11
COc1ccc(C(=O)N2CCN(c3ccc(NC(=O)Cc4ccccc4)cc3)CC2)cc1	2.8	1.1	-6	9	-2	2	1	-1	-10
COc1ccc(C(=O)N=c2sc3c(C)ccc(OC)c3n2C)cc1	0.5	0.7	-4	-13	-1	-11	-10	-1	17
COc1ccc(C(=O)O)cc1S(=O)(=O)N1CCSCC1	/	0.1	/	/	-1	-25	-1	1	4
CCOC(=O)C1=NN(c2ccc(OC)cc2)C(c2ccccc2)CC1=O (configuration not stated)	-0.9	0.1	-3	-14	-4	-14	-17	3	20

Sorted by formula weight (ascending): three of the compounds above.
SMILES	V1R ag counter	CHO-K1 Ca ag	OXTR potentiator	CHO parental Ca	CHRM1 agonist	TAAR1 antag	CHO-K1 Ca antag	TAAR1 agonist	M1 PAM parental
COc1ccc(C(=O)N=c2sc3c(C)ccc(OC)c3n2C)cc1	0.5	0.7	-4	-13	-1	-11	-10	-1	17
COc1ccc(C(=O)NCC(=O)OCC(=O)N2CCC(C)CC2)cc1OC	0.5	0.5	-17	-2	-2	-19	-14	4	-6
COCCCNC(=O)C[C@H]1C[C@H](C(=O)N2CCOCC2)[C@@]2(CCC3CCCC3)c3[nH]c4ccc(Cl)cc4c3CCN2C1=O	/	1.0	/	-16	-1	-21	-10	1	25

Later entries.
SMILES	V1R ag counter	CHO-K1 Ca ag	OXTR potentiator	CHO parental Ca	CHRM1 agonist	TAAR1 antag	CHO-K1 Ca antag	TAAR1 agonist	M1 PAM parental
CCc1nn(CC(=O)N2CCN(c3ccc(OC)cc3)CC2)c(=O)c2cc3occc3n12	1.1	0.4	3	-29	0	-15	-14	4	21
O=C(NCc1ccccc1)C1c2ccccc2OCC(=O)N1CCc1c[nH]c2ccccc12 (configuration not stated)	/	1.2	/	/	/	5	-14	4	12
O=C(Nc1cccc(Cl)c1Cl)c1csc([C@@H]2O[C@H](CO)[C@@H](O)[C@H]2O)n1	/	1.4	/	/	-2	-3	10	3	-12
O=C(CCC(=O)N1CCCC1)Nc1ccc([N+](=O)[O-])cc1	3.4	-0.1	-9	9	-3	-40	5	11	-3
COc1ccccc1/C=C/[C@@H]1C[C@H]2CN(Cc3cccc(Cl)c3)C(=O)[C@]23CCCN13	1.1	1.0	-12	-25	-10	-15	-1	5	1
COc1ccc(C2=NO[C@@H]3C(=O)N(c4cccc(C)c4C)C(=O)[C@H]23)cc1OC	5.3	3.4	-9	0	1	0	-3	4	24
N#Cc1cccc(NC(=O)c2cc(C3CCCCN3C(=O)c3ccccc3)on2)c1 (configuration not stated)	/	1.0	/	/	-5	-1	10	5	-2
CCCNc1nc(N)nc(-c2cc(Cl)ccc2OC)n1	-0.4	0.5	7	-15	-4	5	-9	3	14
CCOC(=O)C1=C(O)C(=O)N(CCCn2ccnc2)C1c1ccc(C)cc1 (configuration not stated)	0.2	-0.1	-6	-9	-8	0	-5	4	17
CCCCNC(=O)CC(=O)Nc1ccccc1C(=O)O	-0.1	0.0	-16	11	-3	-6	-3	10	6
COC(=O)c1ccc(COc2ccc(/C=N/N3CCN(C)CC3)cc2)cc1	2.2	8.7	-1	-6	-10	7	4	6	0
O=C(Nc1ccc(Cl)c(Cl)c1)c1csc(-c2ccccc2)n1	0.3	-0.1	1	0	-6	-4	-5	5	5
Cc1ccc([N+](=O)[O-])cc1S(=O)(=O)N1CCCN(C)CC1	2.4	0.7	-3	-11	-8	-5	-7	0	-12
Cc1c(C(=O)N2CCOCC2)c(S(=O)(=O)N2CCN(c3ccc(Cl)cc3)CC2)c(C)n1C	0.5	0.8	-1	-3	-6	-42	-9	1	7
O=C(Nc1cccc(C(F)(F)F)c1)C1CCCO1 (configuration not stated)	0.0	0.1	-10	-2	-10	8	4	0	-2
O=C(Cc1nnc(NC(=O)Nc2ccc(F)cc2)s1)NCc1ccccc1	0.8	-0.1	-1	7	-2	33	0	29	-10
O=C1CC(N2CCN(Cc3ccccc3)CC2)C(=O)N1 (configuration not stated)	1.8	0.2	5	-8	-11	-8	-1	5	20
COc1ccc(/C=C2/SC(=O)N(CC(=O)NCCC(C)C)C2=O)cc1OC	-0.3	0.5	-3	-3	0	-7	-7	-1	16
CCc1ccc(C2c3[nH]c4ccccc4c3CCN2C(=O)CN2CCN(CC)CC2)cc1 (configuration not stated)	3.0	3.1	-13	-1	-2	6	-4	25	10
Cc1cc(C(=O)Nc2ccccc2C#N)n(-c2ccccc2)n1	-1.0	-0.4	-14	-13	-4	-21	16	0	-10

Taken from above:
`O=C1CC(N2CCN(Cc3ccccc3)CC2)C(=O)N1` (configuration not stated) | V1R ag counter: 1.8
`O=C(Cc1nnc(NC(=O)Nc2ccc(F)cc2)s1)NCc1ccccc1` | CHO-K1 Ca antag: 0
`O=C(CCC(=O)N1CCCC1)Nc1ccc([N+](=O)[O-])cc1` | CHO parental Ca: 9

(cont.)
SMILES	V1R ag counter	CHO-K1 Ca ag	OXTR potentiator	CHO parental Ca	CHRM1 agonist	TAAR1 antag	CHO-K1 Ca antag	TAAR1 agonist	M1 PAM parental
CSc1nc2ccc(NC(=O)c3ccco3)cc2s1	-0.4	1.0	-1	-7	-14	5	-13	0	22
O=C(c1cc2sccc2n1Cc1ccc(F)cc1)N1CCc2ccccc21	0.3	0.5	-11	-35	-6	21	-12	0	4
CCOC(=O)N1CCN(CC(=O)Nc2c(C(=O)OC)[nH]c3cc(C)ccc23)CC1	-0.1	0.4	2	-1	-1	6	-6	2	2
C[C@]12CC[C@H](O)CC1=CCC1C2CC[C@@]2(C)C1CCC21OCCO1 (some centres not stated)	-0.1	0.5	-6	-9	-2	-1	-11	7	11
COc1ccc2cc(CCNC(=O)c3ccc4c(c3)OCO4)c(=O)[nH]c2c1	1.5	1.6	-2	-11	-3	-17	-5	2	18
COc1ccc(COC(=O)C2=C(C)NC(=O)NC2c2cc(Br)c(O)c(OC)c2)cc1 (configuration not stated)	1.1	0.4	-2	-10	1	-2	11	5	-22
Cc1cc(C(=O)COC(=O)c2ccccc2NCCO)c(C)n1CC1CCCO1 (configuration not stated)	9.2	3.6	-6	-16	2	-9	-1	5	-10
C[C@]12CC[C@H](O)CC1=CCC1C2CC[C@@]2(C)C1CC[C@@H]2NC(=O)[C@@H](N)Cc1cnc[nH]1 (some centres not stated)	/	0.1	/	/	-7	-22	-5	1	-11
Clc1cccc(/C=N/Nc2nnc(Cl)c3ccccc23)c1	-0.5	-0.2	-3	-5	-4	0	-11	-2	7
O=C(O)C(F)=C(c1ccccc1)c1ccccc1	-0.2	-0.6	-2	6	0	-17	8	5	-15
CC(C)C(=O)O/N=C(\N)c1ccccn1	0.8	0.4	-8	-2	-5	-20	-17	4	19

Another view of 4 compounds above:
C[C@]12CC[C@H](O)CC1=CCC1C2CC[C@@]2(C)C1CC[C@@H]2NC(=O)[C@@H](N)Cc1cnc[nH]1 (some centres not stated)
  V1R ag counter: /; CHO-K1 Ca ag: 0.1; OXTR potentiator: /; CHO parental Ca: /; CHRM1 agonist: -7; TAAR1 antag: -22; CHO-K1 Ca antag: -5; TAAR1 agonist: 1; M1 PAM parental: -11
Clc1cccc(/C=N/Nc2nnc(Cl)c3ccccc23)c1
  V1R ag counter: -0.5; CHO-K1 Ca ag: -0.2; OXTR potentiator: -3; CHO parental Ca: -5; CHRM1 agonist: -4; TAAR1 antag: 0; CHO-K1 Ca antag: -11; TAAR1 agonist: -2; M1 PAM parental: 7
O=C(O)C(F)=C(c1ccccc1)c1ccccc1
  V1R ag counter: -0.2; CHO-K1 Ca ag: -0.6; OXTR potentiator: -2; CHO parental Ca: 6; CHRM1 agonist: 0; TAAR1 antag: -17; CHO-K1 Ca antag: 8; TAAR1 agonist: 5; M1 PAM parental: -15
CC(C)C(=O)O/N=C(\N)c1ccccn1
  V1R ag counter: 0.8; CHO-K1 Ca ag: 0.4; OXTR potentiator: -8; CHO parental Ca: -2; CHRM1 agonist: -5; TAAR1 antag: -20; CHO-K1 Ca antag: -17; TAAR1 agonist: 4; M1 PAM parental: 19

Compounds as they come; about 3.3% have a hit in one of these screens.
